Bioassay records: PubChem, The Scripps Research Institute Molecular Screening Center
CHO-K1 Ca PAM = M1 PAM counterscreen hit in parental CHO-K1 cells; ATP EC20, Fluo-8 calcium fluorescence; 0% at ATP EC20, 100% at ATP max; activation, % at 3 µM; 0.02% of 360,000 active; AID 602247;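 active = activation above the run cutoff, the mean activation of all test compounds plus 3 SD, cut at about 40% in these data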;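 note: peak over basal fluorescence ratio in a 140 s read after ATP addition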
CHO parental Ca = counter-screen for OX1R antagonists: effect in parental CHO cells | parental CHO-K1, ATP-induced calcium, Fluo-8 fluorescence | AID 463079 | inhibition, % at 5.6 µM | 0.63% of 330,000 active;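 active = inhibition above that plate's mean sample inhibition plus 3 SD, cut at about 26% in these data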;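 note: 0% = ATP-challenged DMSO wells and 100% = DMSO wells without ATP; some compounds past the cut are filed as inactive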
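Material: parental CHO cells / Compound: single nominal dose of 5.6 µM per compound / Signal: Fluo-8 fluorescence / Replicates: singlicate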
TAAR1 ag = agonists of human TAAR1; Q96RJ0; CHO RD-HGA16 TAAR1, Fluo-8 calcium fluorescence; vehicle wells 0%, saturating PEA agonist 100%; 0.99% of 360,000 active; activation, % at 3 µM;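 active = activation above the mean activation of all test compounds in the run plus 3 SD, cut at about 38% in these data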
Target sequence (Q96RJ0 whole entry, looked up): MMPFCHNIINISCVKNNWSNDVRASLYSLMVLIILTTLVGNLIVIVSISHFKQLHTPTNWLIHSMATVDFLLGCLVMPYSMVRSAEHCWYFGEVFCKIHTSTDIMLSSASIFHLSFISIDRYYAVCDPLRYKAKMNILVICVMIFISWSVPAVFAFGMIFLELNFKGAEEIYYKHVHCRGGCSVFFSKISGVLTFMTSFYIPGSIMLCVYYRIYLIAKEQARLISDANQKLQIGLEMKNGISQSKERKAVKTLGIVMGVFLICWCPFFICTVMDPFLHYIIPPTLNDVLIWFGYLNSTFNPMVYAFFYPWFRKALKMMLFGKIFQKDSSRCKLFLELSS
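Assay system: CHO-derived RD-HGA16 cells with stable Gα16 and human TAAR1; timing: 17-24 h seeding, 75 min 37 °C dye, 30 min RT; read-out: % activation from peak over basal fluorescence ratio, DMSO-to-PEA scaled; measured by: kinetic Fluo-8 calcium fluorescence; benchmarks: low control DMSO, high control PEA (EC100); doses: 3 µM single concentration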
TAAR1 antag = antagonists of human TAAR1. 1.5% of 360,000 active. CHO RD-HGA16 TAAR1, Fluo-8 calcium fluorescence, antagonist. Q96RJ0. inhibition, % at 3 µM. AID 624466;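 active = inhibition above a per-plate cutoff, the mean inhibition of test compounds on that plate plus 3 SD, cut at about 49% in these data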;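 note: 0% = DMSO plus EC80 beta-PEA response and 100% = DMSO alone without agonist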
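Assay system: CHO-derived RD-HGA16 cells stably expressing human TAAR1 plus Gα16. Timing: 140 s kinetic read after compound, 140 s after agonist. Technique: kinetic Fluo-8 calcium fluorescence measurement. Measure: % inhibition of agonist calcium response.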
CHO-K1 Ca ag = M1 agonist counterscreen hit in parental CHO-K1 cells; Fluo-8 calcium fluorescence; scaled to maximal ATP response, vehicle zero; activation, % at 3 µM; 0.48% of 360,000 active; in the data active = activation above about 15%;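 note: untransfected CHO-K1 host cells lacking M1 receptor as counterscreen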
OXTR potentiator = potentiators of human oxytocin receptor | 0.061% of 320,000 active | activation, % at 3 µM | CHO-OTR cells, Fluo-8 calcium fluorescence, potentiator mode; 0% = oxytocin EC15, 100% = EC100;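 active = activation above that plate's cutoff, the mean activation of tested compounds plus 3 SD, cut at about 6.6% in these data, passing the limit was not always enough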;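 note: 100% uses oxytocin at 75 nM as the full agonist control; some results filed as inactive read as strong as hits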
Target sequence (P30559 whole entry, looked up): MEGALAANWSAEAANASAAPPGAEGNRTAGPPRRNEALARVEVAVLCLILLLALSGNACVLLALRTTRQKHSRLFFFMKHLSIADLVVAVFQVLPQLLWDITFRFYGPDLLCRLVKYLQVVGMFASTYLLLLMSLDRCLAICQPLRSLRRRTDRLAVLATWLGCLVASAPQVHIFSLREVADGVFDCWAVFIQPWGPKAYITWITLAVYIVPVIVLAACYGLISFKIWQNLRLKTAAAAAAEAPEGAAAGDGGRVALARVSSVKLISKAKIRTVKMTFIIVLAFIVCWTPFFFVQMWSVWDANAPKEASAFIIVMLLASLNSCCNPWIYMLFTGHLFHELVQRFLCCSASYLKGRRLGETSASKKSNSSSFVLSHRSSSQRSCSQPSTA
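test system = CHO-OTR cells, human receptor | compound = single-point 3.0 µM | schedule = 6 min compound pre-incubation at room temperature, 100 s kinetic read | signal = Fluo-8 no-wash calcium dye fluorescence, excitation 470-495 nm, emission 515-575 nm | repeats = single well per compound, singlicate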
CHO-K1 Ca antag = nonselective inhibitor or artifact in parental CHO-K1 cells | inhibition, % at 3 µM | 0.6% of 360,000 active | ATP-induced calcium, Fluo-8 fluorescence | AID 602250;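 active = inhibition above a per-plate cutoff, the plate's mean sample inhibition plus 3 SD, cut at about 24% in these data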;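 note: 0% = DMSO plus EC80 ATP and 100% = DMSO alone without ATP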
M1 ag = activates human CHRM1 receptor | P11229 | CHO-K1 hM1, Fluo-8 calcium fluorescence, agonist mode; 0% DMSO, 100% acetylcholine EC100 | activation, % at 3 µM | 0.33% of 360,000 active;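 active = activation above the run's mean compound activation plus 3 SD, cut at about 16% in these data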;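 note: peak over basal fluorescence ratio within a 140 s kinetic read after compound addition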
M1 antag = blocks human M1 muscarinic receptor. P11229. CHO-K1 hM1, Fluo-8 calcium fluorescence, ACh EC80 antagonist. inhibition, % at 3 µM. 1.3% of 360,000 active. AID 588852;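 active = percent inhibition above its own plate's cutoff, namely the mean of that plate's compound wells plus 3 SD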;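 note: peak over basal fluorescence ratio during 140 s after agonist addition; 0% = ACh EC80 plus DMSO and 100% = DMSO alone without agonist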
* = called active by the depositor; · = no result given. Compounds were not picked by outcome; any-hit rate near 4.2%.

SMILES	CHO-K1 Ca PAM	CHO parental Ca	TAAR1 ag	TAAR1 antag	CHO-K1 Ca ag	OXTR potentiator	CHO-K1 Ca antag	M1 ag	M1 antag
COc1ccc(CCCc2nnc(SCC(=O)Nc3ccc(C)c(C)c3)o2)cc1	-2	-11	-3	6	0.8	0	-3	-6	-12
O=C(NCc1ccccn1)c1ccc(/C=N/O)nc1	-5	1	4	-12	-0.1	-5	1	-3	9
COc1cc(S(=O)(=O)NC(C)C)ccc1Cl	7	-15	3	-8	0.3	3	1	4	8
Cc1ccc2[nH]c(=O)c(C(c3nnnn3Cc3ccccc3)N3CCc4ccccc43)cc2c1 (stereo not given)	26	-24	10	4	0.6	-6	-5	-2	1
COc1ccc2nc3c(cc2c1)c(NC(=O)C1CCCO1)nn3CC(C)C (stereo not given)	-7	-10	13	31	1.3	2	26*	-2	-2
Cc1ccc(C(O)CCc2ccc(N)cc2)cc1 (stereo not given)	17	-5	11	-11	0.4	-14	-4	-3	-10
CCOC(=O)N1CCN(CCC(=O)Nc2cccc(C)c2)CC1	-8	10	1	-8	-0.2	-4	-5	11	-10
O=C(Nc1ccccc1Oc1ccccc1)C1CCCC1	12	-13	-1	-14	-0.2	-3	0	-8	-4
CCc1cc(S(N)(=O)=O)cc(CC)c1NC(C)=O	8	4	8	2	0.3	-4	-9	-4	-9
Cc1ccc(OCCCC(=O)N(C)CC(=O)Nc2ccccc2Cl)cc1	-4	-16	-2	11	0.2	-8	-3	-2	-11
COc1ccc(NC(=O)CSC2CCCCC2)cc1	-3	-3	5	11	0.5	1	-16	-7	-6
CCOC(=O)Cn1ccc(NC(=O)COc2ccc(F)cc2)n1	-1	-8	1	-11	0.6	-6	-18	-2	5
O=[N+]([O-])c1ncccc1Oc1nc(-c2cccnc2)nc2ccccc12	-19	-5	1	-1	0.3	1	1	-5	7
Cc1ccc(C(=O)NNC(=O)Cc2cccs2)cc1	20	-1	-1	1	0.1	-1	-14	-6	0
COc1ccc(NC(=S)N2CCN(c3ccccc3)CC2)c(OC)c1	12	-2	4	-9	0.6	1	-6	-2	-1
CC(C)(CO)Cc1cc(C(C)(C)C)c(O)c(C(C)(C)C)c1	19	6	11	-39	0.5	1	-8	-1	-28
COCCCNC(=O)CC1C[C@H](C(=O)N2CCCCC2)[C@@]2(C)c3[nH]c4ccccc4c3CCN2C1=O (stereo not given in full)	8	-20	2	5	0.1	-1	-6	-5	0
CC1(C(=O)OCC(=O)N2c3ccccc3Sc3ccccc32)CC1(Cl)Cl (stereo not given)	-13	-12	4	2	0.6	-10	20	-11	16
COc1cccc(NC(=O)C(C)N2C(=O)c3ccccc3C2=O)c1 (stereo not given)	-9	-9	2	-10	0.2	-8	-6	-3	-14
CCOc1ccccc1C1CC(c2ccc(Cl)cc2)Nc2nc(N)nn21 (stereo not given)	12	-10	14	-3	2.7	-5	-1	-2	-4
Clc1cc2c(c(Cn3cnc4ccccc43)c1)OCOC2	6	-9	2	-8	0.2	-5	-18	-3	-6
CCCCNC(=O)O[C@H]1C[C@@H]2CCN3C(=O)CCC[C@H]([C@H]1CC)[C@H]23	24	-8	9	2	0.6	-8	-29	-1	-12
CCC/C(O)=C1\C(=O)CCCC1=NCCc1c(C)[nH]c2ccccc12	-2	-13	1	-16	0.9	-4	-1	0	-5
Cc1cc(C)n2nnnc2n1	5	-26	2	-24	0.2	-2	-5	-4	1
CCC(=O)NC(C)C(c1cccs1)N1CCOCC1 (stereo not given)	15	3	4	12	1.0	-6	-35	-3	-11
O=C(CN1C(=O)C2CCCCC2C1=O)N1CCN(c2ccccc2)CC1 (stereo not given)	-22	-5	8	-10	0.5	-11	-2	1	24
COc1cccc2cc(C(=O)N3CCN(C/C=C/c4ccccc4)CC3)c(=O)oc12	15	-17	4	10	0.6	-19	-9	-3	3
COc1cc(/C=C/C(=O)OCC(=O)NC2CCS(=O)(=O)C2)ccc1OC(F)F (stereo not given)	10	-12	4	-21	0.3	-1	-22	-3	-10
O=C(O)Cc1csc(-c2cccc(F)c2)n1	-2	6	3	10	-0.2	2	1	-1	-8
CC1Cc2ccccc2N1Cc1cc(=O)c(OCC(=O)Nc2ccccc2)co1 (stereo not given)	-18	-23	3	-1	1.8	-10	10	-3	10

Complete entries as entered above.
CCC(=O)NC(C)C(c1cccs1)N1CCOCC1 (stereo not given) is entered as CHO-K1 Ca PAM = 15; CHO parental Ca = 3; TAAR1 ag = 4; TAAR1 antag = 12; CHO-K1 Ca ag = 1.0; OXTR potentiator = -6; CHO-K1 Ca antag = -35; M1 ag = -3; M1 antag = -11
CC1Cc2ccccc2N1Cc1cc(=O)c(OCC(=O)Nc2ccccc2)co1 (stereo not given) is entered as CHO-K1 Ca PAM = -18; CHO parental Ca = -23; TAAR1 ag = 3; TAAR1 antag = -1; CHO-K1 Ca ag = 1.8; OXTR potentiator = -10; CHO-K1 Ca antag = 10; M1 ag = -3; M1 antag = 10

4 entries drawn at random from those above, as already listed:
SMILES	CHO-K1 Ca PAM	CHO parental Ca	TAAR1 ag	TAAR1 antag	CHO-K1 Ca ag	OXTR potentiator	CHO-K1 Ca antag	M1 ag	M1 antag
Cc1cc(C)n2nnnc2n1	5	-26	2	-24	0.2	-2	-5	-4	1
COc1cccc2cc(C(=O)N3CCN(C/C=C/c4ccccc4)CC3)c(=O)oc12	15	-17	4	10	0.6	-19	-9	-3	3
CC1Cc2ccccc2N1Cc1cc(=O)c(OCC(=O)Nc2ccccc2)co1 (stereo not given)	-18	-23	3	-1	1.8	-10	10	-3	10
CCCCNC(=O)O[C@H]1C[C@@H]2CCN3C(=O)CCC[C@H]([C@H]1CC)[C@H]23	24	-8	9	2	0.6	-8	-29	-1	-12

Later entries
SMILES	CHO-K1 Ca PAM	CHO parental Ca	TAAR1 ag	TAAR1 antag	CHO-K1 Ca ag	OXTR potentiator	CHO-K1 Ca antag	M1 ag	M1 antag
CN(CCC#N)C(=O)c1ccc(CNS(=O)(=O)c2ccc(F)cc2)cc1	1	1	-3	-11	0.0	-6	8	-5	-11
Cc1cccc(N2CCN(C(=O)c3nn(C)c4c3CS(=O)(=O)c3ccccc3-4)CC2C)c1 (stereo not given)	-2	-24	15	53*	0.7	-6	-1	3	-1
C=C1CCc2c([nH]c3ccc(OCC(C)C)cc23)C1=O	-8	·	8	-8	0.4	·	-13	-8	-5
O=C(CCNS(=O)(=O)c1ccc(Br)s1)NCc1ccccc1	22	-12	2	7	0.8	-3	-19	-5	-2
Nc1nc(C2CC2)c(Sc2sc(N)nc2C2CC2)s1	14	5	25	14	5.3	-22	-4	1	2
O=C(NCc1ccccc1Cl)c1csc([C@H]2C[C@H](O)[C@@H](CO)O2)n1	-13	·	2	-17	-0.1	·	24	-3	19
Cc1cc(OCCCC(=O)NCCc2ccccn2)ccc1Cl	3	-13	5	-16	3.8	-8	-1	-3	2
O=C(O)CCCN=C1CCCc2ccccc2N1	16	-2	10	2	0.1	-15	5	0	-4
CCc1ccc(-n2c(=O)c3ccccc3n(CC(=O)C(C)(C)C)c2=O)cc1	10	-15	-2	-9	0.6	-9	-14	-3	-7
O=S(=O)(Cc1ccccc1)N1CCCC1	19	-1	1	-2	0.6	4	-7	-5	-3
CN1CCN(CC(=O)NN(Cc2ccccc2)c2ccccc2)CC1	-5	5	0	-14	0.2	-3	-4	-8	8
O=[N+]([O-])c1ccc(NC(=S)N2CCCC2)cc1	0	2	0	-2	0.8	-8	-7	-5	-10
COc1ccccc1CC(NC(C)=O)C(=O)NC1CCN(S(=O)(=O)c2ccc(NC(C)=O)cc2)CC1 (stereo not given)	-3	-10	-2	9	0.7	-3	-8	-1	-5
CC1(C)Cc2nc3sc4c(SCC(=O)NCc5ccccc5)ncnc4c3cc2CO1	-4	-5	2	6	0.3	3	4	-6	1
COc1cc(S(=O)(=O)Nc2cc(C)cc(C)c2)ccc1F	-10	-4	1	-8	0.3	-8	14	-6	1
CC(C)CC(C(=O)NC1CCCC1)N(Cc1ccc2c(c1)OCO2)C(=O)c1snc(C(N)=O)c1N (stereo not given)	1	-18	4	-14	0.4	-20	0	-5	-1
COc1ccc(C(=O)C=CNNC(=O)c2ccc(Cl)cc2)cc1	-11	-6	2	5	0.4	-13	4	0	14
Cc1cnc(C(=O)OCC(=O)N2CCC(C)CC2)cn1	9	11	1	-4	0.8	1	-9	-4	-8
Cc1cccc(CN2CCN([C@@H]3CS(=O)(=O)N[C@H]3COCc3ccccc3)CC2)c1	7	·	3	-13	1.5	·	8	-9	9
CCOC(=O)C1=C(C)N=C2SC(C(=O)OC)=CC(=O)N2C1c1ccc(F)cc1 (stereo not given)	24	-17	0	-13	0.4	-8	-25	-3	-2
Cc1ccc(S(=O)(=O)N(C(=O)c2ccncc2)c2ccc3oc4c(c3c2)CCCC4)cc1[N+](=O)[O-]	6	-10	0	-6	10	-5	13	-4	11
C=CCn1c(SCC(=O)c2c(N)n(C)c(=O)n(C)c2=O)nc2sc(CC)cc2c1=O	8	-15	8	2	0.0	-4	-6	2	-7
Nc1cc(-c2ccc(Br)cc2)nc2cc(-c3ccccc3)nn12	13	-4	1	3	0.2	-3	4	-6	7

TAAR1 antag: hit marks shown above
| SMILES | TAAR1 antag | OXTR potentiator | M1 ag | M1 antag |
| --- | --- | --- | --- | --- |
| Cc1cccc(N2CCN(C(=O)c3nn(C)c4c3CS(=O)(=O)c3ccccc3-4)CC2C)c1 (stereo not given) | 53* | -6 | 3 | -1 |
